XIAP antagonists: small molecules displacing peptide from XIAP – biochemical, IAP family, fluorescence polarization (AID 1018). XIAP BIR domain, fluorescence polarization peptide displacement; higher % means a stronger effect. displacement, % at 20 µM, or IC50 in µM where a hit was titrated. hit rate 0.007% among 200,000; in the data active = displacement above about 50%; also: a part of the inactive calls stands beside numbers as strong as those of hits
CSM14.1 death rescue: rescue of cells from ER stress-induced death, primary screen, 384-well, CSM14.1, thapsigargin, ATP luminescence (AID 1222); CSM14.1 thapsigargin-induced death rescue, ATP luminescence; higher % means a stronger effect; cellular ATP content (survival), % at 20 µM, or EC50 in µM where a hit was titrated; 190,000 tested, under 10 active;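 active = EC50 below 50 µM in the dose-response confirmation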;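 also: death triggered by thapsigargin at about 15 µM added after 2 h compound pretreatment; cell ATP read after overnight thapsigargin exposure of roughly 18 to 22 hours; normalized against plate controls of thapsigargin alone and 5% DMSO vehicle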
Siah-1 displacement: blockers of Siah-1 interaction with plectin peptide – biochemical, fluorescence polarization, rhodamine-plectin, uHTS, primary screen (AID 1817); hit rate 0.02% among 290,000; Siah-1 / rhodamine-plectin peptide fluorescence polarization; higher % means a stronger effect; displacement, % at 20 µM; hits with a dose series show IC50 in µM;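 active = displacement of at least 50% at 20 µM, with a fluorescence ratio check between 0.3 and a set limit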;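 also: plate controls were Siah plus tracer with DMSO for no effect and tracer alone without Siah for full effect; strong numbers were not always called active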
PhoP inhibition: inhibitors of PhoP regulon expression, primary screen, Salmonella Typhimurium, GFP reporter (AID 1863). S. Typhimurium PhoP-regulated promoter GFP reporter, 4 h; higher % means a stronger effect. one-dose inhibition, % at 50 µM; IC50 in µM for titrated hits. hit rate 0.16% among 300,000;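 active = inhibition over 29.93%, a cutoff 3 SD above the screen mean, later confirmed by dose response; inconclusive = inhibition over 29.93% but no dose response follow-up; inactive = inhibition at most 29.93% or unconfirmed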;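 also: 0% = low Mg2+ inducing control and 100% = high Mg2+ repressing control; strong numbers were not always called active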
Yfh1-off respiration: mitochondrial function rescue without frataxin homolog – Friedreich's ataxia, plus single-dose screen, dose response (AID 1465). S. cerevisiae Yfh1-off respiration, WST-1 reduction, 72 h; higher fold induction means a stronger effect. one-dose fold induction at 50 µM; EC50 in µM for titrated hits. hit rate 0.074% among 220,000;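 active = fold induction of absorbance versus untreated yeast above a set limit, then at least 30% activation at any dose in follow-up; inconclusive = repeats straddling the limit, or above it without dose testing; inactive = fold induction below the set limit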;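 also: activators that raise dye reduction in frataxin-depleted yeast; strong numbers were not always called active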
P. falciparum M17LAP: P. falciparum M17LAP inhibitors, primary screen, biochemical, fluorogenic H-Leu-NHMec substrate, 1536-well (AID 1619); recombinant M17LAP, H-Leu-NHMec fluorogenic kinetic assay; higher % means a stronger effect; inhibition, % at 30 µM, or IC50 in µM where a hit was titrated; hit rate 0.38% among 220,000;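 active = compound inhibiting the enzyme by more than half at any dose during confirmatory dose-response retesting; inconclusive = strong single-dose inhibitors picked by rank but not retested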;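 also: plate controls were full reaction with DMSO carrier for no effect and no enzyme background for full effect; strong numbers were not always called active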
West Nile virus CPE: inhibition of WNV-induced cytopathic effect – cell-based, CPE readout (AID 1621) | West Nile virus-infected cells, CPE inhibition; higher % means a stronger effect | CPE inhibition, % at 10 µM; hits with a dose series show IC50 in µM | hit rate 0.02% among 290,000; in the data active = a potency from the dose series; inconclusive = CPE inhibition mostly from about 3.7% at the one dose, without a potency; inactive = the rest, 99 in 100 with CPE inhibition below about 2.2%; also: strong numbers were not always called active
P. falciparum M1AAP: malaria alanyl aminopeptidase activity blockers – biochemical, fluorogenic H-Leu-NHMec substrate, 1536-well (AID 1445) | recombinant M1AAP, H-Leu-NHMec fluorogenic kinetic assay; higher % means a stronger effect | one-dose inhibition, % at 30 µM; IC50 in µM for titrated hits | hit rate 0.42% among 220,000;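 active = primary inhibition above the hit cutoff, then over 50% inhibition at one or more dose response concentrations, cut at about 23% in these data, passing the limit was not always enough; inconclusive = conflicting primary data, or primary hits not chosen for dose response; inactive = low primary inhibition, or under 50% at every dose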;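 also: plate controls were DMSO full reaction for no effect and no enzyme background for full effect; strong numbers were not always called active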
human PMI inhibitors: human PMI inhibitors, high substrate, primary screen, biochemical, fluorescence intensity, high mannose 6-phosphate (AID 1220) | recombinant PMI enzyme, coupled fluorescence intensity; higher % means a stronger effect | inhibition, % at 20 µM, or IC50 in µM where a hit was titrated | hit rate 0.66% among 190,000; in the data active = inhibition above about 50%
Numbers without * were called inactive; i = inactive; ? = inconclusive; nt = not tested or not shown. Rows were taken by chance; 1.6% or so of the library scored in one or more.

SMILES	XIAP antagonists	CSM14.1 death rescue	Siah-1 displacement	PhoP inhibition	Yfh1-off respiration	P. falciparum M17LAP	West Nile virus CPE	P. falciparum M1AAP	human PMI inhibitors
O=C1NC(c2ccc(-c3ccccc3[N+](=O)[O-])o2)C(C(=O)c2ccc(F)cc2)C(O)(C(F)(F)F)N1 (stereo unspecified)	-2.8%	-3.6%	5%	5%	i	3%	0.0%	1%	42%
COCCNC(=O)C1CCC(Cn2c(=S)[nH]c3ccccc3c2=O)CC1 (stereo unspecified)	-2.1%	0.2%	3%	4%	i	-10%	0.2%	-5%	5%
O=C(NCc1ccco1)c1cnn2cccnc12	-18%	-0.3%	-3%	-1%	i	11%	0.1%	-2%	4%
CC(=O)N1CCc2cc(Br)cc(S(=O)(=O)CCC(=O)Nc3c(C)n(C)n(-c4ccccc4)c3=O)c21	-6.2%	-0.7%	-7%	-6%	i	9%	0.4%	9%	5%
C[C@@H]1C=C(C(=O)N2CCN(Cc3ccc4c(c3)OCO4)CC2)O[C@H](OCCCCO)C1	-2.8%	0.0%	-2%	-1%	nt	-9%	nt	2%	10%
Cc1nn(-c2ccccc2)c2sc(C(=O)OCC(=O)N3CCCCC3)cc12	-14%	-1.3%	4%	nt	i	nt	0.1%	nt	11%
CCOc1ccc(S(=O)(=O)n2cc(F)c(=O)[nH]c2=O)cc1	-6.7%	8.4%	-1%	10%	i	-1%	0.1%	0%	11%
CCOC(=O)N1CCN(CC(O)COCCC23CC4CC(CC(C4)C2)C3)CC1 (stereo unspecified)	-8.8%	-0.3%	0%	1%	i	-8%	-0.2%	8%	-4%
COc1ccc(S(=O)(=O)N2CCc3ccccc32)cc1C(=O)Nc1cccnc1	nt	nt	9%	-1%	i	-5%	-0.6%	0%	nt
CCN(CC)C(=O)Oc1ccc2c(=O)c(-c3ccc(OC)cc3)c(C)oc2c1	-3.5%	2.6%	3%	-7%	i	4%	0.0%	6%	9%
CC1CCN(c2nnc(-c3ccccc3)c3ccccc23)CC1	1.4%	0.7%	-1%	-10%	i	-8%	-0.4%	1%	-7%
CCOc1ccc(CCNc2cc(C)nc3ncnn23)cc1OCC	-3.9%	-2.3%	1%	8%	nt	-10%	nt	-1%	7%
CCOc1ccc(NC(=O)CC(NCc2ccccn2)C(=O)O)cc1 (stereo unspecified)	1.9%	-2.2%	-13%	8%	i	16%	0.9%	-10%	28%
Clc1ccccc1CN(Cc1ccccc1)C(c1cccs1)c1nnnn1C1CCCC1 (stereo unspecified)	-9.4%	1.5%	-2%	-2%	i	-6%	-0.6%	5%	0%
CC1(CC(=O)N/N=C/c2cc3c(cc2Br)OCO3)OCCO1	-6.0%	-1.3%	13%	6%	i	20%	-0.3%	10%	-8%
COc1cc(OC)cc(C(=O)NCC(=O)OCC(=O)N2CCc3ccccc32)c1	-4.9%	-0.6%	2%	14%	i	-3%	0.5%	-3%	-6%
COc1ccccc1CCNC(=O)CSc1nnc2ccc(-c3ccncc3)nn12	-2.3%	nt	-4%	0%	i	17%	-0.8%	11%	4%
COc1ccc(CN=CC2=C(O)CNC2=O)cc1OC	-2.3%	-1.1%	0%	2%	i	10%	0.3%	4%	-8%
O=C(CSc1nnc(-c2ccc3c(c2)OCO3)o1)Nc1ncc(C(F)(F)F)cc1Cl	-17%	-0.9%	-4%	-11%	i	-1%	0.3%	11%	-1%
Cc1cc2nc3c(nc2cc1C)C1(C(=O)N(C)C)CCC3(C)C1(C)C (stereo unspecified)	-2.4%	0.8%	2%	-10%	i	5%	0.3%	-2%	-8%
Cn1c(=O)[nH]c(=O)c2c1nc1n2CCCN1Cc1ccccc1	nt	nt	0%	-1%	i	-8%	-0.1%	5%	nt
O=C1c2ccccc2C(Nc2ccc3c(c2)OCO3)N1Cc1ccc2c(c1)OCO2 (stereo unspecified)	-5.5%	nt	-5%	0%	i	9%	-0.1%	16%	24%
COc1ccc(C2Nc3ccccc3C(=O)N2c2ccccc2)cc1COc1ccccn1 (stereo unspecified)	-4.8%	-2.0%	2%	-5%	i	-80%	-0.1%	8%	10%
CCN(CC)CCN1C2=C(C(=O)CC(C)(C)C2)C(c2cccc(F)c2)C2=C1CC(C)(C)CC2=O	-0.6%	0.1%	4%	-2%	i	-160%	-0.9%	18%	-8%
CC(=O)c1c(C)[nH]c(C(=O)Nc2ccc3c(c2)OCCO3)c1C	-6.0%	-3.4%	-1%	4%	i	14%	0.2%	3%	6%
COc1ccc(C(=O)C2CCCN(S(=O)(=O)c3cccnc3)C2)c(C)c1 (stereo unspecified)	-4.6%	2.6%	3%	7%	i	6%	-0.5%	0%	-3%
CCCOC(=O)c1ccc(Nc2nc(C)cc(=O)[nH]2)cc1	0.2%	-0.3%	6%	8%	i	0%	-0.5%	5%	-2%
COc1cc2nc(CN3CCN(C(C)=O)CC3)[nH]c(=O)c2cc1OC	-4.0%	1.2%	0%	1%	i	1%	0.4%	9%	2%
COc1ccc(Cc2nnc(NC(=O)c3ccc(Cl)c([N+](=O)[O-])c3)s2)cc1	-2.6%	-1.1%	2%	-3%	i	-3%	0.3%	1%	1%
CCCCCOc1ccc(Br)cc1/C(C)=N/NC1=NCCN1	-5.3%	3.0%	-8%	-5%	nt	8%	nt	6%	-2%
COc1cccc(N(CC(=O)NCCSc2ccc(Cl)cc2)S(C)(=O)=O)c1	-19%	-1.2%	1%	2%	i	2%	-0.6%	4%	9%
Cc1ccc2cn[nH]c2c1NC(N)=S	-6.8%	-0.8%	7%	-14%	i	1%	0.9%	1%	17%
Nn1c(SCC(=O)N2CCCc3ccccc32)nnc1-c1ccccc1	4.0%	0.9%	6%	1%	i	14%	0.0%	5%	0%
O=C(N/C(=C\c1cccs1)C(=O)N1CCOCC1)c1cccs1	-4.8%	-0.8%	1%	-5%	i	7%	0.0%	14%	-3%
O=C1c2ccc(Oc3ccc4c(c3)C(=O)N(CCCCO)C4=O)cc2C(=O)N1CCCCO	-5.8%	-0.4%	-2%	-1%	i	1%	0.1%	22%	7%
Cc1cc(C)n2[nH]c(=O)c(N=Nc3cccc(Cl)c3)c2n1	-4.5%	6.3%	1%	-1%	?	-1%	0.1%	13%	17%
CNc1cc(F)nc(F)n1	-0.7%	1.4%	4%	-10%	i	-3%	-0.2%	-5%	0%
O=C(CCc1c[nH]c2ccccc12)N/N=C/c1ccc2c(c1)OCO2	-6.4%	-0.1%	5%	-14%	i	3%	0.5%	3%	6%
Cc1ccc(NC(=S)Nc2cc(C(=O)O)ccc2N2CC3CC(C2)c2cccc(=O)n2C3)cc1C (stereo unspecified)	-6.0%	-4.2%	2%	-9%	i	-1%	0.2%	0%	20%
CN(C)c1ccc(/C(=N\O)c2ccccc2)cc1	-5.5%	nt	-2%	-10%	i	10%	1.8%	15%	6%
CCN1CCN(Cc2ccccc2NC(=O)Nc2ccc(C)cc2)CC1	-1.6%	-3.5%	4%	-5%	i	13%	0.4%	-3%	-3%
Cc1ccc(C(=O)NC(=S)NNC(=O)c2ccccc2[N+](=O)[O-])cc1	-5.8%	-1.2%	3%	-8%	i	50%	0.3%	-13%	-27%
COc1ccc(NC(=S)N(CCCN2CCCC2)Cc2cccn2Cc2ccc(Cl)cc2)cc1Cl	-2.7%	-13%	10%	10%	i	-2%	-1.8%	-7%	-7%
O=C1CCC(C(=O)Nc2ccccc2)N1 (stereo unspecified)	1.3%	-2.0%	2%	-7%	i	6%	0.2%	3%	-13%
COC(=O)C1CCN(C(=O)COC(=O)CCc2nc3ccccc3c(=O)[nH]2)CC1	-14%	-1.1%	-1%	-8%	i	4%	0.1%	2%	-13%
N#CCC(=O)Nc1sc2c(c1C(N)=O)CCCC2	-2.6%	5.5%	0%	3%	i	3%	0.8%	6%	-4%
CNC(=O)CC(=O)Nc1ccccc1C(=O)O	-9.3%	-1.0%	0%	-6%	i	-1%	0.4%	7%	3%
O=C(c1csc2c1CCCC2)N1CCCCC1	-3.8%	-0.4%	4%	8%	i	0%	-0.4%	0%	-6%
Clc1ccc(-c2nnc(CNC3CC3)o2)cc1	-3.2%	0.5%	0%	-15%	i	4%	-0.3%	11%	7%
O=C(NCc1cccs1)C12CC3CC(CC(C3)C1)C2	-5.2%	-4.2%	16%	-3%	i	4%	-0.4%	7%	14%
O=C1C(=O)N(CNc2ccccn2)c2ccccc21	-0.5%	-1.3%	2%	3%	i	7%	0.0%	7%	11%
Cc1nn(CC(=O)c2ccc(Cl)s2)c(C)c1[N+](=O)[O-]	-3.7%	-0.4%	3%	6%	i	-5%	0.8%	-8%	-2%
O=C(OCc1nc2ccccc2[nH]1)C12CC3CC(CC(C3)C1)C2	-2.5%	1.3%	2%	-3%	i	7%	0.3%	3%	-2%
CCOc1ccc(C(=O)NC(=S)Nc2ccc(NC(=O)CC)cc2)cc1[N+](=O)[O-]	1.4%	-5.8%	3%	-9%	i	1%	-1.2%	0%	-8%
CCn1c(SCC(=O)NC)nnc1C(C)C	-2.0%	4.5%	-1%	-6%	i	-17%	0.8%	3%	-6%

Grouped by structure, those above containing an aryl thioether with sulfur outside any ring
SMILES	XIAP antagonists	CSM14.1 death rescue	Siah-1 displacement	PhoP inhibition	Yfh1-off respiration	P. falciparum M17LAP	West Nile virus CPE	P. falciparum M1AAP	human PMI inhibitors
COc1ccccc1CCNC(=O)CSc1nnc2ccc(-c3ccncc3)nn12	-2.3%	nt	-4%	0%	i	17%	-0.8%	11%	4%
O=C(CSc1nnc(-c2ccc3c(c2)OCO3)o1)Nc1ncc(C(F)(F)F)cc1Cl	-17%	-0.9%	-4%	-11%	i	-1%	0.3%	11%	-1%
COc1cccc(N(CC(=O)NCCSc2ccc(Cl)cc2)S(C)(=O)=O)c1	-19%	-1.2%	1%	2%	i	2%	-0.6%	4%	9%
Nn1c(SCC(=O)N2CCCc3ccccc32)nnc1-c1ccccc1	4.0%	0.9%	6%	1%	i	14%	0.0%	5%	0%
CCn1c(SCC(=O)NC)nnc1C(C)C	-2.0%	4.5%	-1%	-6%	i	-17%	0.8%	3%	-6%

From PubChem BioAssay
